PHOSPHO1 block = blocks human PHOSPHO1 phosphatase activity; Q8TCT1; recombinant PHOSPHO1, absorbance phosphatase assay; inhibition, % at 13.3 µM; actives 1.1% (n = 290,000); AID 1565; in the data active = inhibition above about 60%
CRFR2-BP ag = CRF-BP/CRF-R2 complex agonism. activation, % at 13.2 µM. actives 0.46% (n = 350,000). AID 588473. HEK293 CRF-R2/CRF-BP, calcium dye fluorescence (FLIPR); percent of saturating CRF peptide response;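 active = activation of at least 50%, plus an integration ratio under a set limit after plate pattern correction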;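 note: plate controls were neutral control wells without compound for no effect and CRF at EC100 for full effect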
GalR3 antag = blocks the human galanin receptor 3; HEK293 GalR3-CNG cAMP membrane potential fluorescence; galR3 body fused to GalR1 C-terminus; inhibition, % at 3 µM; actives 0.44% (n = 360,000);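 active = inhibition above the screen-wide average plus 3 SD, cut at about 13% in these data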;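 note: forskolin and galanin both at EC90 stimulate the cells; cAMP rise reported by CNG channel membrane potential dye signal; 0% = forskolin plus galanin with DMSO and 100% = forskolin alone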
IDE cell activ = boosts human insulin-degrading enzyme activity in HEK cells; P14735; FAbeta-B cleavage, fluorescence polarization; 0% vehicle, 100% cell-free pure enzyme wells; activation, % at 5.96 µM; actives 0.073% (n = 340,000); AID 493087;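 active = activation above the mean of all tested compounds plus 3 SD, set per screening campaign, cut at about 17% in these data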
Target sequence (P14735 whole entry, looked up): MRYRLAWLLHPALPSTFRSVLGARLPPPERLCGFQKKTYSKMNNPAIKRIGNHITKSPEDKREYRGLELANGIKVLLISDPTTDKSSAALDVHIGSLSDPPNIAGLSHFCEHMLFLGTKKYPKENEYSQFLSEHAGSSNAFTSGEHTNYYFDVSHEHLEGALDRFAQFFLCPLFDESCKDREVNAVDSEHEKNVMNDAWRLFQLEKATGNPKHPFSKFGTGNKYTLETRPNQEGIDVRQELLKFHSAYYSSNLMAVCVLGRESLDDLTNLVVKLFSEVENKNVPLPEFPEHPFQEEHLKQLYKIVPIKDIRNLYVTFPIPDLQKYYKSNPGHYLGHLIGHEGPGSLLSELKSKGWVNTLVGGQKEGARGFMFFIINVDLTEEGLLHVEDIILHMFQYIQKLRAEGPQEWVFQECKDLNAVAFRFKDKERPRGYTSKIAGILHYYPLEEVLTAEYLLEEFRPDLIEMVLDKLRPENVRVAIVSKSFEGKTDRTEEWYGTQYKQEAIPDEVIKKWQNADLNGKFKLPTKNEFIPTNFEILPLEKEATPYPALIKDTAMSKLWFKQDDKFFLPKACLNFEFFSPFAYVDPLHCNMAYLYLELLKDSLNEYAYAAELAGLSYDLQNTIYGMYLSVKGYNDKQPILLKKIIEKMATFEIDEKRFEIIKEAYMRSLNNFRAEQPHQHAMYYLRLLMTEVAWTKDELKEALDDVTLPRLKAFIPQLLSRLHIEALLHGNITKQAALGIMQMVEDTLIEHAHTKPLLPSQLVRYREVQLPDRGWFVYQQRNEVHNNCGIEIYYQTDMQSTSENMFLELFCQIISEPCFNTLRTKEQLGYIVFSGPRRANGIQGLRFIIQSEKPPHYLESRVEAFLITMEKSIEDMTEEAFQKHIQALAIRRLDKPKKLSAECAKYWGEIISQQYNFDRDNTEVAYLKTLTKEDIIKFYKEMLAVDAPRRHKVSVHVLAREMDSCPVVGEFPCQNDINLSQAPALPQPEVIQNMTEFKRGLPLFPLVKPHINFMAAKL
CRFR2-BP antag = blocks CRF-induced signaling of the CRF-BP/CRF-R2 complex. HEK293 CRF-R2/CRF-BP, CRF-induced calcium fluorescence. inhibition, % at 11.8 µM. actives 0.59% (n = 350,000);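 active = inhibition of the ligand-induced calcium signal above about 50% at the single tested concentration, limit read from the data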
IDE cell inh = cellular human IDE inhibition; actives 0.41% (n = 320,000); inhibition, % at 5.59 µM; P14735; HEK cells, FAbetaB cleavage, fluorescence polarization;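 active = percent inhibition above the average of all tested compounds plus 3 SD, set per screening campaign, cut at about 16% in these data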;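 note: IDE supplied by intact live HEK cells; FP after avidin binding of uncleaved biotin substrate so inhibition keeps polarization high; 0% = DMSO wells and 100% = 60 µM reference IDE inhibitor Ii1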
MEKK3 PB1 HTS = raises or lowers MEK5 binding to the human MEKK3 PB1 domain. bead-based flow cytometry, Alexa488-MEK5 binding to MEKK3; actives lie on both sides; 0 = blocked by unlabeled MEK5, 100 = vehicle. binding response (% of control), % at 10 µM. actives 1.4% (n = 290,000). AID 1529;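 active = binding response more than 3 SD above or below the average of its plate-row segment, actives on both sides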;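 note: Alexa488 bead fluorescence after subtracting the streptavidin-only scavenger bead signal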
pCIP destab = compounds decreasing mouse p/CIP protein stability. F442A p/CIP-EGFP cells, EGFP fluorescence, 16 h. decrease of EGFP signal, % at 10 µM. actives 0.01% (n = 290,000);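 active = EGFP signal decrease of at least 30% at 10 µM or well 3 SD below plate mean, unless failing retest; inactive = the rest, including hits failing retest or dose response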; note: some compounds called inactive have numbers as strong as hits; many of its hits are not listed in these tables
M4 PAM = CHRM4 positive allosteric modulation. CHO-K1 hM4/Gqi5, Fluo-8 calcium fluorescence, ACh EC20; 0% = ACh EC20, 100% = maximal ACh. AID 624126. activation, % at 3 µM. actives 0.4% (n = 360,000). P08173;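 active = activation above its plate's cutoff, the mean activation of sample wells plus 3 SD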; note: some results filed as inactive read as strong as hits
The depositor's hits bear a star; / = not tested or not shown; [ ] = remark or other dose.

PHOSPHO1 block	CRFR2-BP ag	GalR3 antag	IDE cell activ	CRFR2-BP antag	Structure	IDE cell inh	MEKK3 PB1 HTS	pCIP destab	M4 PAM
39	-0.1	3	-6	4	CCCCc1ccc(S(=O)(=O)NC2CCS(=O)(=O)C2)cc1 (stereo unspecified)	4	89	-4	-6
44	24	-7	-4	-25	COc1ccc(CC(O)CC2c3c(cc4c(c3OC)OCO4)CCN2C)cc1 (stereo unspecified)	-5	98	7	-4
7	1.6	-2	-2	7	CC(=O)c1cccc(NC(=O)COc2nsnc2N2CCOCC2)c1	1	109	2	7
/	-1.7	-2	-1	-4	COc1ccc(C(=O)[C@@H]2CC[C@](C)(C(=O)O)C2(C)C)cc1	1	/	/	0
29	/	/	/	/	COc1ccc(CC(=O)NNC(=O)Cc2ccc(OC)cc2)cc1	6	105	8	/
-12	2.5	1	1	-2	Cc1ccc(OCC(=O)N2CCN(S(=O)(=O)c3ccc(Cl)cc3)CC2)c([N+](=O)[O-])n1	1	94	-11	-1
32	-2.4	-10	3	8	COc1ccc(C(=O)N/C(=C\c2ccccc2)C(=O)Nc2cccc(C(=O)O)c2)cc1	-5	100	-2	-2
/	-0.8	-8	4	1	CCCNC(=O)C(CC)NC(=O)c1cccc([N+](=O)[O-])c1 (stereo unspecified)	0	/	/	1
/	0.0	-6	0	6	COc1ccc(CN(C)C(=O)COC(=O)c2cnc(Cl)c(Cl)c2)cc1	8	/	/	-7
/	0.8	-7	5	-3	O=C(CN1CCN(C(C(=O)Nc2cc(C(F)(F)F)ccc2Cl)c2ccccc2)CC1)NC1CC1 (stereo unspecified)	/	/	/	11
16	-3.5	-8	-6	4	CCOC(=O)C1CCN(C(=O)c2ccc3c(Cl)c4c(nc3c2)CCCC4)CC1	2	103	-15	-4
/	0.4	-8	3	-2	CC1CN(S(=O)(=O)c2cccc(C(=O)NCC(c3cccs3)N3CCOCC3)c2)CC(C)O1 (stereo unspecified)	/	/	/	5
19	-3.3	-8	-5	9	COc1ccccc1N1CCN(C(=O)CCC(=O)N2CCN(c3ccc(F)cc3)CC2)CC1	7	95	7	-1
28	-5.7	-10	-3	10	CC1CN(c2ccccc2)c2nc3c(c(=O)[nH]c(=O)n3C)n2C1 (stereo unspecified)	1	108	-11	1
-2	-0.9	-11	4	-6	Cc1ccc(N(C(=O)c2snc(C(N)=O)c2N)C(C(=O)NC2CCCC2)c2ccco2)cc1 (stereo unspecified)	/	100	-3	-15
/	-1.1	-2	-1	5	CC(C)C(NC(=O)C1CC(=O)N(Cc2ccccc2)C1)c1nc2ccccc2[nH]1 (stereo unspecified)	5	/	/	0
33	1.1	1	-3	-10	O=C(NC1=NCCS1)C1CC(=O)N(c2ccc(F)cc2)C1 (stereo unspecified)	1	115	2	-1
3	0.1	12	-3	-2	COc1cccc(/C=C/C(=O)c2cccc([N+](=O)[O-])c2)c1	0	91	3	3
24	-1.3	-2	0	10	Cc1ccc(S(=O)(=O)N2CCN(C(C)CC(=O)O)CC2)cc1 (stereo unspecified)	4	3.0*[inhibitor]	-12	10
-5	-2.0	-5	1	15	C/C(=C(/NC(=O)c1ccccc1)C(=O)O)c1ccco1	7	92	-5	10
32	0.7	-6	2	-9	COc1ccc(/C=C(/NC(=O)c2ccccc2)C(=O)NCc2ccco2)cc1	0	98	-8	0
28	-2.7	/	-5	26	COc1ccc(NS(=O)(=O)c2cc3c(cc2C)N(C(C)=O)CCO3)c(OC)c1	2	95	-14	5
/	-0.8	-1	2	3	CCOc1ccc(OCCC(=O)OCC(=O)N2CCN(S(=O)(=O)c3ccc(C)cc3)CC2)cc1	7	/	/	0
25	-1.1	-4	6	-34	CC(C)Nc1cc(C(C)(C)C)nc2c(-c3ccccc3)cnn12	3	94	-12	-2
-86	1.7	-4	0	-15	CCN1C(=NCC(C)C)N[C@@H](c2cccc(C(F)(F)F)c2)C(C(=O)OC)=C1C	6	102	5	-10
25	-1.1	-4	-1	3	N#CCCCSc1nnc(Cc2ccc3c(c2)OCO3)o1	0	108	-2	5
-3	0.7	-7	1	7	O=C(c1cccs1)N1N=C(c2ccccc2)CC1c1ccccc1 (stereo unspecified)	7	102	-11	-1
24	-0.7	-11	-2	-1	C=CCn1c(=O)c(C(=O)NC2CC2)c(O)c2cc(OC)c(OC)cc21	-4	96	-12	7
15	0.3	-1	4	-5	Cc1onc(-c2ccccc2Cl)c1C(=O)OCC(=O)Nc1cccc(S(=O)(=O)N(C)C)c1	4	99	11	-3
2	9.1	-3	3	-4	Cc1ccc(S(=O)(=O)NN2Cc3ccccc3C2=N)cc1	-1	99	11	5
28	-0.7	-7	0	-8	C/C(=N\NC(=O)Cc1cccn1C)c1ccco1	1	78	-19	-4
50	-4.1	0	4	4	COc1ccc(NC(=O)CN2CCN(CC(=O)Nc3ccccc3Cl)CC2)cc1	9	94	-7	13
34	-0.5	0	3	2	O=C(CSc1ccccc1)Nc1ccc(N2CCN(c3ccccc3)CC2)c(F)c1	6	105	-15	3
16	-2.4	-6	5	18	CCC(C)NC(=O)C(Cc1ccccc1)NS(=O)(=O)c1cccc2nsnc12 (stereo unspecified)	-1	97	-4	0
13	22	-2	2	-15	Cc1ccccc1-n1c(=O)n(Cc2ccccc2)c(=O)c2[nH]cnc21	0	101	-16	-30
/	-2.5	-5	2	16	CC(C)(C)S(=O)(=O)N1Cc2cc(CO)cc(CCO)c2[C@@H]1CCO	/	/	/	-1
27	-1.5	-8	4	-2	Cc1cccc(COCCN2CCN(S(=O)(=O)c3ccccc3)CCC2=O)c1	8	105	-7	4
-108	0.5	-9	1	4	Cc1cccc(-n2c(C)n[nH]c2=S)c1	-3	100	-10	-7
-26	0.8	2	2	1	CCCOc1c(OC)cccc1C1CC(=O)Nc2cc(OC)c(OC)c(OC)c21 (stereo unspecified)	3	100	1	5
34	-1.7	-2	-2	0	CC1CCCCC1NC(=O)c1ccncc1 (stereo unspecified)	0	103	5	5
-32	-3.0	-4	0	1	COC(=O)c1cc2c(ccn2-c2ccc(F)cc2)n1CC(=O)N1CCN(C(=O)c2ccco2)CC1	-2	104	-10	7
22	-0.2	-7	2	54*	Cc1ccccc1N1CCN(C2CCCN(C(=O)c3cn4c(C)cccc4n3)C2)CC1 (stereo unspecified)	-8	99	-11	-7
/	-8.5	5	0	-1	Cc1cc(NS(=O)(=O)c2ccccc2)ccc1NS(=O)(=O)c1ccccc1	/	/	/	3
38	-5.9	-8	-1	9	CCCCn1nc2cc(C(=O)NCc3ccccc3)ccc2c1OCC	2	97	-15	13
3	-2.1	2	2	12	CCCCC(=O)Nc1ccc(NC(=S)NC(=O)CC)cc1OC	1	108	0	17
-26	0.3	/	8	-11	CCN1CCCC1CNC(=O)CS(=O)(=O)Cc1nc(-c2ccccc2C)oc1C (stereo unspecified)	2	108	-15	1
10	3.6	-2	0	-13	COC(=O)c1ccc(NC(=O)CCN2CCN(CCC(=O)Nc3ccc(C(=O)OC)cc3)CC2)cc1	0	96	-4	1
6	17	1	2	-17	CC(C)CCOc1ccc(Cl)cc1CN1CCOCC1	6	103	-5	-1
10	2.2	-7	-6	3	COc1cc(-c2noc(C)c2C(=O)NCCO)cc(OC)c1OC	3	101	5	8
-12	-4.1	/	2	20	CC(=O)n1nc(-c2ccco2)nc1SCc1ccccc1	1	112	2	1

More records
PHOSPHO1 block	CRFR2-BP ag	GalR3 antag	IDE cell activ	CRFR2-BP antag	Structure	IDE cell inh	MEKK3 PB1 HTS	pCIP destab	M4 PAM
34	-0.8	-1	5	-10	CCCCn1c(SCc2ccc(Cl)cc2)nc2c1c(=O)[nH]c(=O)n2C	2	94	-16	14
45	0.4	-11	6	14	COc1cccc(C2N(Cc3ccccc3)C(=O)C2(F)F)c1OC (stereo unspecified)	-2	100	-8	-2
-8	-1.7	4	3	13	NC(=O)CSc1nnc(NC(=O)C2CC(=O)N(c3ccc(F)cc3)C2)s1 (stereo unspecified)	3	97	-4	1
-26	1.2	-1	6	7	COc1cc2c(cc1OC)C(c1cc3ccccc3oc1=O)=NC(C)(C)C2	6	105	-9	2
9	3.8	/	-7	-20	S=C(NCc1ccc2[nH]c3c(c2c1)CCCC3)Nc1ccccc1Cl	5	111	-3	-10
27	0.5	0	4	15	COc1ccc(C2(CNS(=O)(=O)c3ccc(C)cc3)CCOCC2)cc1	0	115	-6	9
20	1.2	-5	2	-155	CCOc1ccccc1C(=O)N[C@H](C(=O)Nc1nc2c(s1)CCCC2)C(C)C	3	137*	2	-1
4	-0.3	-3	4	17	COc1ccc(C(=O)Nc2nc(-c3ccccc3)c(C(C)=O)s2)c(OC)c1	-5	93	11	11
30	1.4	-4	0	22	CCOC(=O)C1C(=O)C=C(c2ccc(C)cc2)CC1c1ccccc1 (stereo unspecified)	1	118	9	-5
/	0.6	-3	6	1	CC(C)(C)c1nnc(NC(=O)COc2ccc3c(c2)OCO3)s1	0	/	/	6
-70	8.0	-3	4	-9	COc1ccc(-c2cc(C(=O)NCCN3CCOCC3)c3ccccc3n2)c(OC)c1	-5	105	-12	-3
39	-1.2	-1	10	-7	NNC(=O)Cc1csc(-c2ccccc2)n1	3	105	-16	6
/	-1.5	-2	/	2	Cc1noc(C)c1C(=O)OC(C)C(=O)c1ccc(C(C)(C)C)cc1 (stereo unspecified)	/	/	/	1
/	1.8	-3	2	-9	Cc1ccnc(NC(=O)c2ccc(S(=O)(=O)N3CCCCC3)cc2)c1	-3	/	/	8
-3	0.8	-6	1	4	O=C(/C=C/c1ccc([N+](=O)[O-])cc1)OCc1cnc(-c2ccccc2)o1	-3	105	-4	-5
18	-0.4	5	-3	3	Cc1c(NC(=O)c2ccc3c(c2)OCO3)cccc1-c1nc2ccccc2s1	0	100	-9	0
-3	3.2	-7	6	-1	Cc1ccc(/C=C2\SC(=S)N(c3cccnc3)C2=O)o1	5	86	-5	9
11	0.0	-4	2	-1	C=CCOc1ccc(CN(C)CC(O)COc2ccc(CCC(C)=O)cc2)cc1 (stereo unspecified)	-3	99	-7	-13
/	-0.1	-7	1	6	O=C(C[n+]1ccccc1)N/N=C/c1cc(Br)ccc1F	4	/	/	14
7	5.0	-6	3	-4	O/N=C(\c1ccc(Cl)cc1)c1ncc(C(F)(F)F)cc1Cl	-1	108	9	13
-7	-1.4	-3	-2	7	CCSc1nnc(NC(=O)c2cc(C)on2)s1	10	93	0	1
44	-1.2	-8	-1	-18	CC(=O)c1ccc(NC(=O)c2onc(C)c2Cl)cc1	-2	107	-12	6
/	2.2	-3	1	0	CCOc1ccc(NC(=O)CN(C)C(=O)CCCn2c(=O)oc3ccccc32)cc1OCC	2	/	/	3
20	-0.3	-6	0	18	O=C(COC(=O)Cc1cccc(C(F)(F)F)c1)NC1CC1	-2	99	-5	-1
29	0.6	-7	-2	10	COc1cccc(CN2CCN(C(c3ccccc3)c3ccccc3)CC2)c1O	4	102	-4	-17

Screens (PubChem)
